# Gal4-VP16 FLuc – VP16 counterscreen qHTS for inhibitors of ROR gamma transcriptional activity. hit rate 3.5% among 310,000. Drosophila S2 Gal4-VP16 UAS-luciferase, luminescence, 20 h. Potency, µM (doses to about 53.6 µM), inactives show at the top dose activity, negative = inhibition, hits mostly inhibitors;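 note: Gal4-VP16 expression switched on by copper sulfate through the metallothionein promoter; potency is the fitted concentration of half-maximal effect; % is set by controls: 0 for no effect and ±100 for the full control effect; nearly all actives have a fitted effect of over 50% in size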
# ELG1 DNA repair – qHTS screen for small molecules that inhibit ELG1-dependent DNA repair in human embryonic kidney (HEK293T) cells expressing luciferase-tagged ELG1. HEK293T ELG1-luciferase reporter, luminescence, 16 h; DNA damage induced by 5-fluorouridine. Potency, µM (titrated, usually from 46.1 µM), inactives show at the top dose activity change, negative = inhibition, actives largely listed as inhibitors. hit rate 2.3% among 330,000. AID 504467, 2011; note: potency is the fitted concentration of half-maximal effect; % is set by controls: 0 for no effect and ±100 for the full control effect; nearly all actives have a fitted effect of over 55% in size
#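 Luminescence from the luciferase reporter, measured 30 min after ONE-Glo reagent at room temperature, was the read-out. Beforehand, 2,000 cells per well were exposed for 16 hr at 37 °C to 5-fluorouridine together with compound or vehicle.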
# FLuc counter – qHTS profiling assay for firefly luciferase inhibitor/activator using purifed enzyme and Km concentrations of substrates (counterscreen for miR-21 project). AID 588342, 2011. Potency, µM (series often up to 57.5 µM), for the others: at the top dose activity change, negative = inhibition, most hits filed as inhibitors. purified FLuc, Km substrates, luminescence inhibition. hit rate 6.9% among 360,000;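 note: potency is the fitted concentration of half-maximal effect; plate controls were vehicle for no effect and reference inhibitor for full effect; nearly all actives have a fitted effect of over 55% in size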
#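 Purified P. pyralis luciferase, 10 nM final, with Km-level 10 uM D-luciferin and 10 uM ATP in 50 mM Tris acetate pH 7.5, 10 mM Mg acetate, 0.01% Tween-20, 0.05% BSA; 6-point qHTS titration about 60 µM downward; luminescence read.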
# RORg inh – qHTS for inhibitors of ROR gamma transcriptional activity | hit rate 5.4% among 310,000 | Potency, µM (titrated, usually from 53.6 µM), for inactives: at the highest dose activity change, negative = inhibition, usual class: inhibitors | Drosophila S2 Gal4-RORgamma UAS-luciferase reporter, 20 h; note: potency is the fitted concentration of half-maximal effect; % is set by controls: 0 for no effect and ±100 for the full control effect; nearly all actives have a fitted effect of over 60% in size
#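 ROR gamma transcriptional activity was tracked as Gal4-UAS luciferase output in stably transfected Drosophila Schneider cells, with compound added 1 hr before 700 uM copper sulfate induction and a 20 hr ambient-temperature incubation.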
# Mito fusion act – qHTS Assay for Small Molecule Inhibitors of Mitochondrial Division or Activators of Mitochondrial Fusion. S. cerevisiae fusion-defective mutant growth rescue, CellTiterGlo 48 h. Potency, µM (top dose mostly 46.1 µM), without a hit: at the highest dose growth rescue (activation), actives largely listed as activators. hit rate 0.23% among 320,000;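 note: potency is the fitted concentration of half-maximal effect; % of control where 0% means no effect; nearly all actives have a fitted effect of over 45% in size; temperature-sensitive fusion mutants such as fzo1-1 at 37 °C on non-fermentable ethanol glycerol medium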
#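 Temperature-sensitive fusion-defective S. cerevisiae (e.g. fzo1-1, mgm1-5) were grown with compound in YPEG medium (3% ethanol, 3% glycerol) for 48 hours at 37C. Growth rescue was measured as viability by CellTiterGlo luminescence after 10 minutes at ambient.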
# Rab9 prom act – qHTS Assay for Rab9 Promoter Activators | Huh7 Rab9 promoter-luciferase reporter, luminescence, 24 h | Potency, µM (doses to about 9.22 µM), for inactives: at the top dose activation, negative = inhibition, hits mostly activators | hit rate 2.8% among 320,000; note: potency is the fitted concentration of half-maximal effect; % of control where 0% means no effect; nearly all actives have a fitted effect of over 60% in size
#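 Measured in stably transfected Huh7 cells bearing a Rab9 promoter–luciferase construct: 24 h compound treatment at 37 °C, followed by luminescence detection.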
# Menin MLL FP TR – qHTS Assay for Inhibitors Targeting the Menin-MLL Interaction in MLL Related Leukemias: Competition With Texas Red Labeled MLL-derived Mutant Peptide | hit rate 0.23% among 270,000 | Potency, µM (top dose mostly 61.6 µM), inactives show at the highest dose FP activity change, negative = inhibition, most hits filed as inhibitors | Menin + Texas Red MLL mutant peptide, fluorescence polarization; active = well fitted inhibition curve with a large enough effect in the polarisation, with a control signal flat, not every such curve was filed as active; inconclusive = small, poorly fitted or top-dose-only effect, or effect the other way, or a change in a side signal; inactive = no such curve, though single readings can be large or run the other way; the % refers to the polarisation; note: potency is the fitted concentration of half-maximal effect; % of control where 0% means no effect; many of its hits are not listed in these tables
# NPC1 prom act – qHTS Assay for NPC1 Promoter Activators | Huh7 NPC1 promoter luciferase reporter, 24 h | hit rate 2.4% among 320,000 | Potency, µM (highest dose often 9.22 µM), without a hit: top-dose activation, hits mostly activators;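 note: potency is the fitted concentration of half-maximal effect; % of control where 0% means no effect; nearly all actives have a fitted effect of over 60% in size; reporter is driven by a mutant NPC1 promoter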
#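 NPC1 promoter–luciferase Huh7 cells; 24 h compound; luminescence.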
# MBNL1 CUG block – qHTS Assay for Inhibitors of MBNL1-poly(CUG) RNA binding | Muscleblind-like protein 1 (Homo sapiens), Q9NR56 | TR-FRET MBNL1-His/biotin-(CUG)12 binding, 665/545 ratio | Potency, µM (series often up to 57.5 µM), for inactives: at the top dose activity change, negative = inhibition, most hits filed as inhibitors | hit rate 0.036% among 280,000 | AID 2675, 2010; active = well fitted inhibition curve with a large enough effect in the signal ratio, with a control signal flat, not every such curve was filed as active; inconclusive = small, poorly fitted or top-dose-only effect, or effect the other way, or a change in a side signal; inactive = no such curve, though single readings can be large or run the other way; the % refers to the signal ratio; note: potency is the fitted concentration of half-maximal effect; % is set by controls: 0 for no effect and ±100 for the full control effect
# Target sequence (Q9NR56 whole entry, looked up): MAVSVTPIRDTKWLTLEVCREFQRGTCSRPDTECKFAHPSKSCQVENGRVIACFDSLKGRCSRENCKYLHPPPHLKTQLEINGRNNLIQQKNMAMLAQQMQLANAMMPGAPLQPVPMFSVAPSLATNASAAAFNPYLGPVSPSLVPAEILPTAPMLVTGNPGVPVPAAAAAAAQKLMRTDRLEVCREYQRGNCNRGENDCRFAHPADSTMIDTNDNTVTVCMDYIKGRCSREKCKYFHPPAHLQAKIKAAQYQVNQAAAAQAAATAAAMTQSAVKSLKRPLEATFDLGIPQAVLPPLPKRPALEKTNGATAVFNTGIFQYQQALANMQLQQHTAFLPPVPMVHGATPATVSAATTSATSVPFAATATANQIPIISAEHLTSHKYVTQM
#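 His-tagged MBNL1 binding to biotinylated (CUG)12 RNA was measured by TR-FRET using terbium anti-His antibody (0.055 ng/ul final) and streptavidin-XL665 (5 nM final). Compounds were titrated 92 nM to 58 uM; 60 min at room temperature.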
# KCNH2 3.1 inh – qHTS for Inhibitors of KCHN2 3.1: Mutant qHTS | Potassium voltage-gated channel subfamily H member 2, brain isoform KCNH2 3.1 (human) | U2OS KCNH2 3.1, thallium flux FluxOr; stronger effect = lower value | activity change, % (tested at about 1.8 µM) | hit rate 0.95% among 340,000 | AID 720553, 2013;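 active = maximum activity change below -70%; inconclusive = maximum activity change from -70% to -50%; inactive = maximum activity change above -50%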;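 note: thallium influx rate constant from kinetic fluorescence after stimulation buffer; % is set by controls: 0 for no effect and ±100 for the full control effect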
#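 Virally transduced U2OS (3.1 isoform, 4 h infection in dark at RT) → overnight 37 C → FluxOr + Red40 in HBSS/HEPES, 45 min → stimulation buffer, 2 min kinetic read → rate constant vs DMSO controls.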
# PKM2 activator – qHTS Assay for Activators of Human Muscle isoform 2 Pyruvate Kinase; Potency, µM (series often up to 57.5 µM), inactives show top-dose activation, actives largely listed as activators; hit rate 0.34% among 260,000; purified PKM2, Kinase-Glo ATP luminescence, activation; response scale: 0% is enzyme alone, no compound; AID 1631, 2009; Pyruvate kinase PKM (Homo sapiens), P14618; note: potency is the fitted concentration of half-maximal effect; % is set by controls: 0 for no effect and ±100 for the full control effect; nearly all actives have a fitted effect of over 55% in size
# Target sequence (P14618 whole entry, looked up, canonical isoform): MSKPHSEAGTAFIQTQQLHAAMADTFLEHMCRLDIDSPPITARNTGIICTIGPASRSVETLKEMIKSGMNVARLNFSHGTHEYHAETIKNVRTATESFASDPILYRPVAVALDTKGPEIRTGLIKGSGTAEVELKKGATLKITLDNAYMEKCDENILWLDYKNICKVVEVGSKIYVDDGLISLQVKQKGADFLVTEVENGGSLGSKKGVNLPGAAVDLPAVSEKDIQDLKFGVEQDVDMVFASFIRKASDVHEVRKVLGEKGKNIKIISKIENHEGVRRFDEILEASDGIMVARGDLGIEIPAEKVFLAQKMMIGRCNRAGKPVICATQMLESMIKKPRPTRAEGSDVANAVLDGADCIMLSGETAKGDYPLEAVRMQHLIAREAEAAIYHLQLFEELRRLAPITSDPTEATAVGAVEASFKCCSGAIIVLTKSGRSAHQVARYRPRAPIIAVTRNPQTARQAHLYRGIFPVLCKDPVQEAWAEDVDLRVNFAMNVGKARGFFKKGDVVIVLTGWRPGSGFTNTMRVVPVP
#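 Purified hPK-M2 (>95% pure) converted ADP (0.1 mM final) to ATP with 0.5 mM PEP in 50 mM imidazole pH7.2, KCl, MgCl2, Tween 20, BSA; 1 h at room temperature. ATP detected by Kinase-Glo luminescence.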
# Numbers without * were called inactive; ? = inconclusive; · = not tested or not shown; [ ] = another dose, or the depositor's remark. Unless noted, calls come from the whole dose curve; as a rule, active = well fitted curve in the direction sought with a large enough effect; inconclusive = small, poorly fitted or top-dose-only effect, or another doubt; inactive = no such curve, though single readings can be large; an effect the other way counts as inactive or inconclusive.
SMILES,Gal4-VP16 FLuc,ELG1 DNA repair,FLuc counter,RORg inh,Mito fusion act,Rab9 prom act,Menin MLL FP TR,NPC1 prom act,MBNL1 CUG block,KCNH2 3.1 inh,PKM2 activator
COc1ccccc1N1CCN(C(=O)CCc2c[nH]c3ccccc23)CC1,-4%,1%,6%,26%,11%,4%,?,-2%,-5%,4,2%
O=C(Nc1ccc2[nH]ncc2c1)c1ccc(F)cc1,-19%,?,8.5µM*,?,-1%,2.2µM*,16%,2.8µM*,1%,-9,-5%
O=C(CS(=O)(=O)Cc1ccccc1)Nc1ccccc1Cl,5%,9%,0%,0%,-3%,-1%,-9%,1%,-15%,-2,4%
COc1ccc(OC)c(NC(=O)c2cccnc2Sc2ccccc2)c1,6%,2%,4%,17%[10 µM],29%,-1%,-7%,-2%,·,5,-7%
O=C(CN1CCCCCC1=O)N1CCN(S(=O)(=O)c2cccs2)CC1,2%,-13%,3%,0%,1%,1%,-8%,0%,3%,-14,3%
COc1ccc(C(NC(=O)C(C)(C)C)NC(=O)C(C)(C)C)cc1,0%,11%,0%,13%,-3%,0%,-15%,-3%,-10%,-28,-12%
Nc1nc(SCC(=O)Nc2ccc3c(c2)OCO3)n[nH]1,0%,-9%,1%,-27%,0%,8%,-18%,-2%,-5%,1,·
O=C(Nc1ccc(F)cc1)c1nc2c(nnn2Cc2cccc3ccccc23)c(=O)[nH]1,0%,-5%,27µM*,19%,-2%,0%,·,-4%,-2%,7,12%
CCN1CCN(C(=O)Nc2cccc(C(F)(F)F)c2)CC1,·,8%,6%,22%[0.365 µM],0%,-5%,19%,0%,-5%,-79*,0%
Cc1cc(C(F)(F)F)c(C#N)c(SCC(=O)Nc2nc3cc(Br)ccc3s2)n1,?,?,-21%,-4%,8%,3.2µM*,?,29%,-5%,9,1%
Cc1cccc(NC(=O)NNC(=O)c2sccc2-n2cccc2)c1,-4%,-9%,?,?,-1%,2%,1%,1%,7%,14,-18%
C/C(=N\NC(=O)c1ccccc1)c1ccc(N2CCOCC2)cc1,4%,?,?,-1%,2%,2%,2%,-2%,0%,-4,-1%
Cc1ccc(Cl)cc1NC(=O)CNCC(c1ccccc1)N(C)C (stereo unspecified),3%,-6%,-2%,-11%,-5%,-6%,?,0%,3%,-4,·
O=C(O)CSCc1nc2scc(-c3ccccc3)c2c(=O)[nH]1,0%,10%,?,8%,1%,2%,-23%,0%,8%,-16,4%
O=C(CSc1nnc(-c2ccco2)o1)c1ccc[nH]1,23%,?,?,5%,-7%,2.2µM*,?,?,7%,-5,-1%
CC(=O)Nc1ccc(NC2CCCCC2NS(=O)(=O)c2ccc(Cl)cc2)cc1 (stereo unspecified),?,-3%,-2%,26%,-2%,4%,14%,2%,-2%,-26,·
O=C(N/N=C/c1oc(O)c2ccccc12)c1ccccc1,12%,?,?,21%,-3%,1%,12%,0%,12%,-7,5%
O=C(c1nc2n(n1)C(c1ccc(Cl)cc1)C=C(c1ccccc1)N2)N1CCOCC1 (stereo unspecified),·,-4%,-17%,-16%[0.365 µM],3%,-3%,1%,0%,?,-12,5%
CCCCC(c1nnnn1CS(=O)(=O)c1ccc(C)cc1)N1CCN(c2ccccc2)CC1 (stereo unspecified),-11%[0.365 µM],2%,9%,-8%,3%,-1%,0%,-1%,-1%,10,-1%
CCn1c(CCC(=O)N(C)CC(=O)Nc2cccc(F)c2)nc2cc(S(=O)(=O)N(C)C)ccc21,·,-4%,-1%,·,-2%,-8%,·,-2%,·,-13,·

# Rewritten bar-delimited: entries from further up.
SMILES | Gal4-VP16 FLuc | ELG1 DNA repair | FLuc counter | RORg inh | Mito fusion act | Rab9 prom act | Menin MLL FP TR | NPC1 prom act | MBNL1 CUG block | KCNH2 3.1 inh | PKM2 activator
Cc1cccc(NC(=O)NNC(=O)c2sccc2-n2cccc2)c1 | -4% | -9% | ? | ? | -1% | 2% | 1% | 1% | 7% | 14 | -18%
C/C(=N\NC(=O)c1ccccc1)c1ccc(N2CCOCC2)cc1 | 4% | ? | ? | -1% | 2% | 2% | 2% | -2% | 0% | -4 | -1%
Cc1ccc(Cl)cc1NC(=O)CNCC(c1ccccc1)N(C)C (stereo unspecified) | 3% | -6% | -2% | -11% | -5% | -6% | ? | 0% | 3% | -4 | ·

# The list continues:
SMILES,Gal4-VP16 FLuc,ELG1 DNA repair,FLuc counter,RORg inh,Mito fusion act,Rab9 prom act,Menin MLL FP TR,NPC1 prom act,MBNL1 CUG block,KCNH2 3.1 inh,PKM2 activator
Cc1nc(C)c(-c2nnc(-c3cccc(S(=O)(=O)N(C)C)c3)o2)cc1C(=O)NN,-5%,5%,1%,-4%,-4%,0%,-3%,-3%,0%,-9,·
COc1ccc(CN(C)C(C)C(=O)N(C)CC(=O)Nc2ccc(C)cc2)cc1F (stereo unspecified),·,?,-1%,·,-2%,0%,·,0%,·,-16,·
CC(/C=C1\SC(=S)N(C(C(=O)O)c2ccccc2)C1=O)=C\c1ccccc1 (stereo unspecified),0%,-4%,?,0%,2%,0%,·,-6%,·,-1,-1%
COc1ccc(C(=O)N2CCN(c3cccc(Cl)c3)CC2)cc1,-7%,8%,?,-17%,12%,0%,-20%,-1%,-13%,-5,4%
Cc1cc(-c2onc(C)c2C(N)=O)no1,3%,2%,2%,1%,5%,-2%,·,-2%,·,0,2%
COc1ccc(-c2ccc(OC)c([C@H]3[C@H]4C=CC[C@@H](C)[C@@H]4C(=O)N3Cc3ccccc3)c2)cc1C,-8%,-12%,0%,21%,3%,-9%,·,-8%,-2%,·,7%
Cc1cccc(-c2oc3ccc(-c4ccc5c(c4)OCO5)cc3c2C(=O)OCc2ccc(O)cc2)c1,-4%,7%,-3%,4%,-3%,0%,18%,1%,-3%,-5,-1%
CCC1CCCCN1CCCNC(=O)Cn1nc(-c2ccc(C)cc2)ccc1=O (stereo unspecified),-3%,3%,-2%,-13%,1%,0%,-12%,-1%,?,-24,-5%
CN(Cc1ccccc1)C(=O)CN1C(=O)C2C3C=CC(C3)C2C1=O (stereo unspecified),5%,0%,0%,-8%,-9%,0%,2%,-8%,-6%,-1,-5%
CN(C(=O)c1ccc(NC(=O)Cc2cccc([N+](=O)[O-])c2)cc1)C1CC1,·,-9%,?,·,-14%,0%,·,-4%,·,-6,·
CC(C)(C)N=C1NN=C(c2ccc(Cl)cc2)CS1,?,?,2.7µM*,7.1µM*,0%,0.63µM*,·,0.79µM*,0%,-43,-5%
CSc1cccc(NC(=O)c2ccccn2)c1,-6%,?,11µM*,-2%,1%,4µM*,-7%,?,-7%,·,-3%
O=C(NC(=S)NN1CCCCC1c1cccnc1)c1ccc(Cl)cc1Cl (stereo unspecified),4.5µM*,6%,-1%,1.6µM*,-2%,0%,·,-1%,-3%,1,-1%
CC(C)(C)N1C(=O)c2ccc(C(=O)Nc3ccc(-c4nc5ccccc5[nH]4)cc3)cc2C1=O,3%,17%,7%,15%,-6%,0%,-5%,1%,-13%,-2,6%
CCNC(=O)c1sc(-c2ccccc2)nc1C,5%,?,?,-9%,-5%,28%,-17%,?,3%,20,-1%
Cc1ccc(C(=O)Nc2cc3c(cc2N2CCCCC2)n(C)c(=O)n3C)cc1,-3%,12%,-1%,?,?,-1%,-28%,0%,2%,-3,·

# Screens from PubChem.

# This is a subset (hit frequency here may not be typical).
